Screens: PubChem BioAssay, National Center for Advancing Translational Sciences (NCATS)
HADH2 inh: inhibitors of human HADH2 dehydrogenase | Potency, µM (top dose mostly 57.1 µM), without a hit: at the highest dose activity change, negative = inhibition, usual class: inhibitors | actives 3.4% (n = 73,000) | recombinant HADH2, NADH fluorescence, beta-hydroxybutyryl-CoA; also: potency is read from the fitted curve at half-maximal effect; % is scaled to controls: 0 for no effect and ±100 for the full control effect; nearly all actives have a fitted effect of over 60% in size; many of its hits are not listed in these tables
Target sequence (Q99714 whole entry, looked up, one chain of several): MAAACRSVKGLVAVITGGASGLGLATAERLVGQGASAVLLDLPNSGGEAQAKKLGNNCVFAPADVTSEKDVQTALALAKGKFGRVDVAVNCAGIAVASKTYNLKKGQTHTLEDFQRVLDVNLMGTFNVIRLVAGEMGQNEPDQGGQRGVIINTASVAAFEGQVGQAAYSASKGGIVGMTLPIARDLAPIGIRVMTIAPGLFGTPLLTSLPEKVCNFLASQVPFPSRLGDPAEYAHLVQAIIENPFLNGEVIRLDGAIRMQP
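Buffer 100 mM Tris-HCl pH 9.0/0.01% Tween-20; HADH2 20 nM; NAD+ 1 mM; beta-hydroxybutyryl-CoA 90 uM (all final). 15 min cpd preincubation, RT.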
Luciferase inh: blocks Photinus pyralis firefly luciferase activity; P08659; purified firefly luciferase, luminescence, 8 min; Potency, µM (highest dose often 57.1 µM), without a hit: at the top dose activity change, negative = inhibition, most hits filed as inhibitors; actives 2.2% (n = 72,000); AID 411; also: potency is read from the fitted curve at half-maximal effect; % is scaled to controls: 0 for no effect and ±100 for the full control effect; nearly all actives have a fitted effect of over 40% in size
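qHTS concentration-response profiling: light output of P. pyralis luciferase with luciferin and 10 uM ATP, imidazole buffer pH 7.2. Read by luminescence after 8-min room-temperature incubation.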
ALOX15 inhib: inhibitors of human 15-lipoxygenase (ALOX15); P16050; purified 15hLO-1, xylenol orange hydroperoxide absorbance; Potency, µM (highest dose often 57.1 µM), inactives show top-dose activity change, negative = inhibition, actives largely listed as inhibitors; actives 1.4% (n = 74,000); AID 887; also: potency is read from the fitted curve at half-maximal effect; % is scaled to controls: 0 for no effect and ±100 for the full control effect; nearly all actives have a fitted effect of over 55% in size
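Purified human 15hLO-1 (40 nM final) in 25 mM Hepes pH 7.5, 0.01% Triton X-100 was preincubated with compound 15 min at room temperature, then reacted 6 min with 50 uM arachidonic acid; hydroperoxide detected by Fe-XO, 573/405 nm absorbance ratio.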
TexasRed autofl: compounds fluorescent in Texas Red spectral region | AID 587 | actives 0.06% (n = 59,000) | Compound fluorescence, Texas Red channel, 547/618 nm; stronger effect = higher value | max dye-equivalent concentration, M; in the data active = max dye-equivalent concentration above about 10 nM; inconclusive = between about 1.1 nM and that limit
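Texas Red-region profiling: compounds in 100 mM Tris pH 8.0 were read at 547/618 nm after 15 min at room temperature. Intensities were normalized against a six-point Texas Red standard series to give dye-equivalent concentration.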
Pol III holo inh: inhibitors of bacterial DNA polymerase III holoenzyme; actives 0.25% (n = 71,000); AID 603; reconstituted DNA polymerase III holoenzyme replication, biochemical; Potency, µM (top dose mostly 57.1 µM), inactives show at the top dose activity change, negative = inhibition; also: potency is read from the fitted curve at half-maximal effect; % is scaled to controls: 0 for no effect and ±100 for the full control effect
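Reconstituted *E. coli* holoenzyme (0.35 nM Pol III, 1 nM beta, 154 nM SSB, 2 nM primase) was preincubated with compound for 15 min at RT. Synthesis on 1.4 nM ssM13Gori ran 35 min, then was stopped with PicoGreen/EDTA and read as dsDNA fluorescence.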
CRE-bla Fsk: modulators of forskolin-stimulated CRE signaling in CHO cells. CHO CRE-bla reporter (cAMP response element driving beta-lactamase), forskolin EC10, beta-lactamase ratio. Potency, µM (titrated, usually from 38.2 µM), without a hit: top-dose activity change, negative = inhibition, hits mostly activators. actives 2.5% (n = 71,000). AID 662; active = well fitted activation curve with a large enough effect in the signal ratio, with a control signal flat, not every such curve was filed as active; inconclusive = small, poorly fitted or top-dose-only effect, or effect the other way, or a change in a side signal; the % refers to the signal ratio; also: potency is read from the fitted curve at half-maximal effect; % of control where 0% means no effect
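CRE-bla CHO reporter cells treated with compound titration plus EC10 NKH 477 (water-soluble forskolin), incubated 3 h at 37 °C; CCF4 loading 2 h at room temperature, 460/530 nm emission ratio read, AC50 values derived for positive or negative modulators.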
ERK AVP inh: blocks ERK signaling stimulated by vasopressin; HEK293-V1b, vasopressin-stimulated pERK AlphaScreen; Potency, µM (highest dose often 57.5 µM), inactives show at the top dose activity, negative = inhibition, hits mostly inhibitors; actives 0.99% (n = 72,000); AID 995; also: potency is read from the fitted curve at half-maximal effect; % is scaled to controls: 0 for no effect and ±100 for the full control effect; nearly all actives have a fitted effect of over 55% in size
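Overnight-seeded V1b-HEK293 cells in 1% FBS got compound, then vasopressin (25 nM final, 5 min, 37C), then lysis buffer. AlphaScreen detection of phospho-ERK; activity normalized to basal and full-stimulation controls.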
Tau fil binding: binds recombinant human tau filaments; recombinant tau filaments, thioflavin S fluorescence, 15 h; filaments grown with octadecylsulfate alongside compound; actives 2% (n = 71,000); Potency, µM (doses to about 57.1 µM), for inactives: top-dose activity change, negative = inhibition; AID 596; P10636;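 also: potency is read from the fitted curve at half-maximal effect; % is scaled to controls: 0 for no effect and ±100 for the full control effect; actives lower thioflavin S fluorescence by blocking filaments or displacing dye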
Target sequence (P10636 whole entry, looked up): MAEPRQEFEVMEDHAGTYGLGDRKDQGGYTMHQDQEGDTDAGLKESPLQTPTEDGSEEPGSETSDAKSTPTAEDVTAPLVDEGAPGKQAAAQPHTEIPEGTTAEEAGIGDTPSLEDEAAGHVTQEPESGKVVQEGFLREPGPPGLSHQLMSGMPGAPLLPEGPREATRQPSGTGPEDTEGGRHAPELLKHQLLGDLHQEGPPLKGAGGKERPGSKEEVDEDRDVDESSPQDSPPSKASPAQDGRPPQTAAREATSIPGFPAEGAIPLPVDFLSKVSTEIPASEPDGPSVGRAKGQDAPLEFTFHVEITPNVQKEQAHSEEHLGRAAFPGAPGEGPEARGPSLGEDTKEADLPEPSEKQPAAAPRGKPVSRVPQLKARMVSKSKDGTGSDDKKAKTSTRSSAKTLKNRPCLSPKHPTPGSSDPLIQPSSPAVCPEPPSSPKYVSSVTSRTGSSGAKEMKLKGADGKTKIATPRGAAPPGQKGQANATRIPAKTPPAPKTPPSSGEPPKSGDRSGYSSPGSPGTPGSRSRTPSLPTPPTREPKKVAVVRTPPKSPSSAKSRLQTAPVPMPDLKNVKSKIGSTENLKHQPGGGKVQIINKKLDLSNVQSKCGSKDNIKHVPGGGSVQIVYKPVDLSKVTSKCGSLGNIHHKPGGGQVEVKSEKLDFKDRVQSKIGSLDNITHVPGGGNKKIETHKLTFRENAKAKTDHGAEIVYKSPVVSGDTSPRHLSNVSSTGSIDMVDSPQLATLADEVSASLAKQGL
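Recombinant tau protein (human, 1 uM final) plus 30 uM ODS in HEPES pH 7.4 with NaCl, DTT and thioflavine S. Compound present from the start; fluorescence at 510 nm after 15 h, 37 C.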
HBB splicing: modulators of hemoglobin beta chain splicing. actives 0.06% (n = 65,000). Potency, µM (top dose mostly 46.1 µM), without a hit: at the top dose activation, hits mostly activators. HBB splicing reporter cell assay, activation; EGFP reporter with mutant IVS2-654 intron; response scale: normalised to 500 nM splice-correcting PNA. AID 925; also: potency is read from the fitted curve at half-maximal effect; 0% is about no effect
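HeLa cells stably expressing EGFP interrupted by mutant beta-globin intron 2 (IVS2-654), 500/well in 2% FCS. Treated with compound for 2 days at 37C. Splicing correction scored as total well GFP intensity (488 nm excitation, 500-520 nm emission); 500 nM antisense PNA served as control.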
Rhodamine fluor: compound autofluorescence in rhodamine spectral region. Rhodamine-region fluorescence, 547/598 nm, Tris buffer; stronger effect = higher value. max dye-equivalent concentration, M. actives 0.05% (n = 59,000). AID 594; in the data active = max dye-equivalent concentration above about 11 nM; inconclusive = between about 1.1 nM and that limit
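Steps: pin-transfer compounds into pH 8.0 Tris (100 mM), hold 15 min at room temperature, image with a 547/598 nm filter pair, and convert intensities to rhodamine-equivalent concentration using a six-point on-plate rhodamine series.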
Hsp90 Hop PPI: changes Hsp90-Hop TPR2A binding signal, up or down. AlphaScreen TPR2A-His6 binding biotin-Hsp90 C-terminal peptide. Potency, µM (series often up to 57 µM), for inactives: at the top dose activity change, negative = inhibition. actives 0.44% (n = 71,000); active = well fitted curve in either direction with a large enough effect; inconclusive = small, poorly fitted or top-dose-only effect, or another doubt; also: potency is read from the fitted curve at half-maximal effect; % is scaled to controls: 0 for no effect and ±100 for the full control effect; many of its hits are not listed in these tables
An asterisk follows results filed as active; i = inactive; ? = inconclusive; / = not tested or not shown; [ ] = dose if it differs, or a comment. Unless noted, calls follow the shape of the dose curve; as a rule, active = well fitted curve in the direction sought with a large enough effect; inconclusive = small, poorly fitted or top-dose-only effect, or another doubt; inactive = no such curve, though single readings can be large; an effect the other way counts as inactive or inconclusive. These rows are one share of the data. The share of hits here may be higher or lower than overall.

Order of results: HADH2 inh | Luciferase inh | ALOX15 inhib | TexasRed autofl | Pol III holo inh | CRE-bla Fsk | ERK AVP inh | Tau fil binding | HBB splicing | Rhodamine fluor | Hsp90 Hop PPI
- OC1(c2cccc(C(F)(F)F)c2)CCNCC1
 : 4.3% | 3.5% | -19.6% | i | 3.9% | ? | -9.5% | 11.3% | -2.4% | i | -4.8%
- CC1(C)N=C(N)N=C(N)N1c1cccc(CSc2ccccc2)c1
 : 13.0%[11.4 µM] | 0.7%[11.4 µM] | 0.0%[11.4 µM] | i | -14.4%[11.4 µM] | 12.2%[7.6 µM] | -0.8%[11.5 µM] | 4.5%[11.4 µM] | -1.2%[9.22 µM] | i | -0.1%[11 µM]
- Cn1nnnc1SCC(=O)NC(=O)Cc1ccccc1
 : -4.2% | 4.1% | 5.7% | i | -11.0% | -1.9% | -12.4% | 5.3% | 0.2%[57.5 µM] | i | 2.6%
- CCN1CCN(c2ncnc3c2sc(=S)n3-c2ccccc2)CC1
 : 0.2% | 0.7% | 8.2% | / | -5.1% | 3.0% | / | -16.7% | 0.6% | / | -5.2%
- O=C(NCCN1C(=O)CCC1=O)c1ccncc1
 : 8.4% | 3.4% | 1.7% | i | 1.2% | 4.7% | 5.6% | 8.6% | 1.1%[1.84 µM] | i | -2.5%
- Cn1c2ccccc2c2nnc(SCc3ccc4nonc4c3)nc21
 : 2.9% | 1.8% | 0.9% | i | -7.2% | ? | 4.0% | -22.3% | -1.0% | i | 0.7%
- N#Cc1c(N)nc(SCC(=O)NC2CCCCC2)c(C#N)c1-c1ccc(Cl)cc1
 : -3.3% | 5.6% | 0.0% | i | 2.3% | 4.9% | 6.0% | 97.2% | -0.5%[57.5 µM] | i | -1.7%
- COc1ccc(NS(=O)(=O)c2c(C)[nH]c(=O)[nH]c2=O)c(OC)c1
 : 2.8% | 0.8% | 0.6% | i | -7.9% | -24.6% | 31.6% | -68.8% | -0.9% | i | ?
- COc1ccc(NS(=O)(=O)c2ccc3oc(Nc4ccc5c(c4)OCCO5)nc3c2)cc1
 : ? | -9.2% | ? | ? | -8.3% | ? | ? | 66.4% | -1.2% | i | -29.9%
- O=C(C1CC(=O)N(C2CCCC2)C1)N1CCN(c2ccc(F)cc2)CC1 (stereo not given)
 : 7.5% | 2.0% | 3.2% | / | -4.3% | -5.5% | 1.8% | 1.5% | -0.2% | / | -1.4%
- Cc1ccc(-c2cc(C(F)(F)F)n3ncc(C(=O)NCc4ccco4)c3n2)cc1
 : 3.3%[11.4 µM] | 2.6% | 9.9%[11.4 µM] | / | 2.1%[11.4 µM] | ? | 6.2% | 16.6%[11.4 µM] | -0.3%[0.0738 µM] | / | 5.6%[11 µM]
- O=C(NC1CCCCCCC1)C1CCCN(S(=O)(=O)c2cnc[nH]2)C1 (stereo not given)
 : 3.9% | -0.4% | 4.0% | / | -1.6% | -7.9% | -5.8% | -8.0% | 0.7% | / | 1.0%
- CCOc1ccc(CCNC(=O)C2CCN(c3nnc(-n4cccc4)s3)CC2)cc1OCC
 : 11.3% | -0.5% | -12.4% | i | 2.6% | -15.3% | ? | -1.4% | -1.2% | i | -4.3%
- CCNc1ncc2nc(-c3cc(F)cc(F)c3)c(=O)n(Cc3cccs3)c2n1
 : 9.0% | 1.2%[11.4 µM] | -10.3% | i | -14.2% | ? | 0.6% | 50.0% | 1.8% | i | -5.9%
- COC(=O)C1CCN(C(=O)C2CCCCC2)CC1
 : 5.6% | -2.5% | 0.7% | i | 2.5% | 6.0% | -5.3% | -9.2% | -0.6% | i | -0.9%
- COCCc1ccc(OC[C@H](O)CNC(C)C)cc1
 : 11.5%[25.6 µM] | -2.2%[25.5 µM] | 8.5%[25.6 µM] | ? | -6.4%[25.6 µM] | -3.5%[17.1 µM] | -15.2%[25.7 µM] | -8.5%[25.6 µM] | 2.1%[20.6 µM] | i | -3.1%[26 µM]
- COc1ccc(C(=O)N2CCC(C(=O)Nc3cccc(C)c3)CC2)cc1OC
 : -1.0% | 4.4% | 1.7% | / | -4.4% | -1.3% | -14.7% | 2.7% | -0.7% | / | -0.1%
- COc1ccc(-c2nc3cnc(Nc4ccccc4)nc3n(Cc3cccs3)c2=O)cc1
 : 1.3% | -8.5%[11.4 µM] | 6.1% | ? | -2.3% | ? | -8.5% | 85.3% | 6.5% | i | 8.3%
- CCOC(=O)c1ccc(NC2c3ccccc3C(=O)N2c2cccnc2)cc1 (stereo not given)
 : -13.0% | 2.6% | 1.7% | / | -9.0% | -7.5% | -1.6% | -0.5% | -0.3% | / | -3.5%[2.3 µM]
- CN(C)CCCNC(=O)CC(c1ccc(F)cc1)c1ccco1 (stereo not given)
 : 8.9% | -0.5% | -0.1% | i | -3.8% | 3.7% | 7.4% | 3.2% | -1.2% | i | -4.3%
- CCOc1ccc(-n2cc(C(=O)N3CCN(C)CC3)c3cc(OC)c(OC)cc3c2=O)cc1
 : 7.1% | 0.3% | 1.2% | i | -2.7% | 6.3% | 0.2% | 1.8% | -0.1% | i | -3.0%
- COCCn1c(=O)c(CCc2ccccc2)nc2cnc(N3CCN(C)CC3)nc21
 : 4.0% | -0.7%[11.4 µM] | -3.9% | i | -9.9% | 2.5% | 1.8% | 7.7% | 0.4% | i | -3.8%
- O=C(CC1(O)C(=O)N(C/C=C/c2ccccc2)c2ccccc21)c1ccccn1 (stereo not given)
 : -19.8% | 1.7% | -9.1% | i | -9.0% | ? | -3.4% | -7.1% | 1.3% | i | -2.4%
- COC(=O)CN(c1ccc2c(c1)OCCO2)S(=O)(=O)c1ccccc1
 : 2.3% | -1.3% | 0.1% | i | -4.9% | -5.8% | -6.8% | 0.0% | -0.5% | i | -2.2%
- NC(=O)C1CCN(C(=O)C2CCN(S(=O)(=O)c3ccccc3)CC2)CC1
 : -0.4% | -4.9% | 3.2% | / | 0.0% | -4.6% | -4.6% | -4.6% | 0.0% | / | -1.5%
- COC(=O)C1=C(C)N(C)C(C)=C(C(=O)OC)C1c1ccccc1C
 : 4.2% | -1.8% | 0.0% | / | -3.9% | ? | 11.1% | 4.6% | 0.6%[9.22 µM] | / | -1.3%
- O=C(Nc1cccc(F)c1)N1CCCC2(CCN(C(=O)c3ccncc3)CC2)C1
 : 10.0% | 0.8%[11.4 µM] | 7.4% | i | -7.7% | ? | -2.5% | 7.0% | 0.3% | i | -5.6%
- CSc1nc2ccc(Nc3nc(N4CCOCC4)nc(N4CCOCC4)n3)cc2s1
 : 6.4%[11.4 µM] | 0.2% | ? | / | -8.6%[11.4 µM] | 3.16µM* | ? | 455.1%[11.4 µM] | 0.4%[0.0738 µM] | / | -7.9%[11 µM]
- Nc1c(C(=O)NC2CC2)c2nc3ccccc3nc2n1-c1ccc2c(c1)OCO2
 : -10.1% | -1.0% | -13.4% | i | -3.9% | 6.31µM* | ? | -11.6% | 5.1%[0.369 µM] | i | 8.1%
- CC(C)(C)NC(=O)c1cccc(NC(=O)c2ccc(NC(=O)c3ccco3)cc2)c1
 : 6.3% | -12.2% | -7.7% | i | 1.7% | 0.3% | -6.0% | 25.0% | 0.1% | i | -1.6%
- CCn1ccnc1C(O)c1cccc(OC)c1 (stereo not given)
 : 4.0% | -0.7% | 13.2% | / | -1.7% | 1.2% | -5.0% | 0.8% | -2.9% | / | -2.4%
- COc1ccc(N2CCN(C(=O)CN3C(=O)C4CC=CCC4C3=O)CC2)cc1 (stereo not given)
 : -22.1% | 1.7% | -0.2% | ? | -1.7% | 2.0% | 6.3% | -7.7% | 0.1%[57.5 µM] | i | 0.1%
- Cc1cc2c(cc1C)NC1(C(=O)Nc3ccccc31)C1=C(CC(C)(C)CC1=O)N2 (stereo not given)
 : 0.7% | 0.6% | 1.1% | i | -0.7% | -12.8% | -13.7% | -8.7% | -1.5% | i | -4.8%
- CCOC(=O)c1ccc(COC(=O)CCc2nc3ccccc3[nH]c2=O)o1
 : 13.2% | 1.8% | 5.2% | ? | -2.9% | 11.2% | -21.8% | -11.7% | 0.3%[57.5 µM] | i | -3.1%
- COc1cccc(NC(=O)N2CCC(C(=O)Nc3ccc(C)cc3C)CC2)c1
 : 12.5% | -1.8% | 1.2% | i | 0.1% | ? | -12.8% | -0.7% | -2.7% | i | -0.2%
